ALDH1A1 inh = ALDH1A1 (human) enzyme inhibition. P00352. Purified ALDH1A1, NADH fluorescence, propionaldehyde substrate. Potency, µM (highest dose often 75.3 µM), without a hit: at the highest dose activity, negative = inhibition, hits mostly inhibitors. 7.3% of 220,000 active. AID 1030; active = well fitted inhibition curve with a large enough effect, not every such curve was filed as active; inconclusive = small, poorly fitted or top-dose-only effect, or another doubt; inactive = no such curve, though single readings can be large or run the other way;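 also: plate controls were no enzyme wells and a reference inhibitor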
Target sequence (P00352 whole entry, looked up): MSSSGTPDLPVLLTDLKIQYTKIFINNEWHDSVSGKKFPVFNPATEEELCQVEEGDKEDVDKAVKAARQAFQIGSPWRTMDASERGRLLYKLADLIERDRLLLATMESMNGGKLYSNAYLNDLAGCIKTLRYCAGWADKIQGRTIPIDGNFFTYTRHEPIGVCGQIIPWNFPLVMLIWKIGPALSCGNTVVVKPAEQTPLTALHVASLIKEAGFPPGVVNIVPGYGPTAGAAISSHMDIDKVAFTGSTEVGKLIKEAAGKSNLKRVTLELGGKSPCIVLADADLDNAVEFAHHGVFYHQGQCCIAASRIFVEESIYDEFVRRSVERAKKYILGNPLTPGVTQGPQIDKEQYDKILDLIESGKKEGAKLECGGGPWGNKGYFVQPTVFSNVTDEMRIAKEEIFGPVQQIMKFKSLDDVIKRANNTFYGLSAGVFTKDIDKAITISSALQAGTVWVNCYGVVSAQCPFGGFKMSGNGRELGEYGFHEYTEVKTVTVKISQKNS
Epigenetic derep = derepresses silenced GFP reporter in murine cells; murine LDR cells, GFP reporter derepression, 30 h; Potency, µM (titrated, usually from 53.9 µM), without a hit: at the top dose GFP activation, actives largely listed as activators; 0.2% of 280,000 active; also: % of control where 0% means no effect; nearly all actives have a fitted effect of over 60% in size
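Murine LDR cells bearing a silenced CMV-driven GFP reporter were exposed to compound for 30 h at 37 C. After PBS washes, GFP-positive cells (20-120 um objects) counted by laser-scanning microplate cytometry.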
GAA spleen mod = inhibits or activates alpha-glucosidase in human spleen homogenate; human spleen homogenate, 4-MU-alpha-glucoside fluorescence; 0.006% of 240,000 active; Potency, µM (top dose mostly 79.9 µM), without a hit: top-dose activity change, negative = inhibition, usual class: inhibitors; AID 2112;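 also: 0% = enzyme with vehicle and -100% = no enzyme basal signal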
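Human spleen homogenate (1 ug) incubated with compounds and 1 mM 4-methylumbelliferyl-alpha-D-glucopyranoside in pH 5.0 citrate/phosphate buffer, 37 C, 40 min. Stopped at pH 10; 4-MU fluorescence (Ex 365/Em 440 nm); AC50 by Hill fit.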
GAA inhib = inhibitors of human lysosomal alpha-glucosidase | P10253 | purified human GAA, 4-MU-alpha-glucoside fluorescence | Potency, µM (top dose mostly 76.9 µM), without a hit: at the top dose activity change, negative = inhibition, hits mostly inhibitors | 0.005% of 200,000 active | AID 1466;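 also: plate controls were uninhibited enzyme wells for no effect and no-enzyme background for full effect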
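Activity normalized between no-enzyme (basal) and enzyme-only wells. Conditions: 4 nM human enzyme, 400 uM fluorogenic substrate, citrate/phosphate pH 5.0 with Tween-20, 20 min room temperature, compounds up to 77 uM.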
NPSR antag = antagonists of human neuropeptide S receptor cAMP signaling. Q6W5P4. CHO-NPSR cells, cAMP TR-FRET, antagonist mode. Potency, µM (top dose mostly 38.3 µM), for the others: top-dose activity change, negative = inhibition, actives largely listed as inhibitors. 1% of 220,000 active. AID 1461; also: % is scaled to controls: 0 for no effect and ±100 for the full control effect; nearly all actives have a fitted effect of over 50% in size; many of its hits are not listed in these tables
Target sequence (Q6W5P4 whole entry, looked up): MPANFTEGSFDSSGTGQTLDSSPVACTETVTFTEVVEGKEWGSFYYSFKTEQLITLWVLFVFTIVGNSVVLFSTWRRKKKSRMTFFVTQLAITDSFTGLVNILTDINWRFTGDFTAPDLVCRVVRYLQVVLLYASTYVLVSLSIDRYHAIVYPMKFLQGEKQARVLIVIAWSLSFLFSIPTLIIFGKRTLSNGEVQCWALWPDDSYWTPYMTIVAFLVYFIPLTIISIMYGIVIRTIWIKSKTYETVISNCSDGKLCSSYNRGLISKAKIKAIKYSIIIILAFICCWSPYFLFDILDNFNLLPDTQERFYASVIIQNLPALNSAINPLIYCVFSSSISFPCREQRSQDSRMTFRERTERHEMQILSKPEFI
Tau fluor counter = counter-screen for tau fibril formation inhibitors. tau K18 P301L Alexa594 fluorescence, heparin fibrillization. Potency, µM (doses to about 57.7 µM), for the others: at the top dose activity change, negative = decrease. 0.93% of 280,000 active. AID 1463; also: % is scaled to controls: 0 for no effect and ±100 for the full control effect; nearly all actives have a fitted effect of over 55% in size
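Human tau K18 P301L (15 uM unlabeled, 0.24 uM Alexa 594-labeled) in 100 mM sodium acetate pH 7 with 20 uM heparin, 6 hr at 37 C. ThT 30 uM added, 1 hr ambient; Alexa 594 FP and total fluorescence read at 555/632 nm.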
GLA spleen mod = alpha-galactosidase A (human) modulation | 0.008% of 240,000 active | P06280 | Potency, µM (series often up to 80 µM), for inactives: at the highest dose activity change, negative = inhibition, most hits filed as inhibitors | human spleen homogenate, 4MU-alpha-Gal fluorescence, 40 min;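 also: 0% = enzyme with vehicle and -100% = no enzyme basal signal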
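Human spleen homogenate (1 ug) was the enzyme source, with 4-methylumbelliferyl-alpha-D-galactopyranoside (1 mM final) in pH 5.0 citrate buffer with 0.01% Tween-20. Compounds were titrated; after 40 min at 37C, NaOH/glycine stop, 4-MU fluorescence read; AC50 from Hill fits.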
GAA glycogen = GAA glycogen-cleavage inhibition or activation; P10253; recombinant GAA, glycogen substrate, Amplex Red glucose oxidase fluorescence; Potency, µM (highest dose often 76.4 µM), inactives show at the highest dose activity change, negative = inhibition, actives largely listed as inhibitors; 0.38% of 300,000 active;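 also: 0% = full enzyme reaction and -100% = no-enzyme basal signal; the screen sought inhibitors and activators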
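Recombinant enzyme (4 nM final) with compounds titrated up to 77 uM and bovine liver glycogen (30 ug) in citrate pH 5.0, 0.01% Tween-20, 37 C 40 min. Released glucose detected by Amplex Red/glucose oxidase (Ex 573/Em 610); AC50 from Hill fits.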
* marks the source's active call; other numbers are inactive results; u = inconclusive; x = no result given; & = joins results of further samples; [ ] = another dose, or the depositor's remark. Unless noted, calls follow the shape of the dose curve; as a rule, active = well fitted curve in the direction sought with a large enough effect; inconclusive = small, poorly fitted or top-dose-only effect, or another doubt; inactive = no such curve, though single readings can be large; an effect the other way counts as inactive or inconclusive. Potency is read from the fitted curve at half-maximal effect. Some of the compounds tested. The share of hits here may be higher or lower than overall.

SMILES | ALDH1A1 inh | Epigenetic derep | GAA spleen mod | GAA inhib | NPSR antag | Tau fluor counter | GLA spleen mod | GAA glycogen
CN(Cc1nc(-c2ccccn2)no1)S(=O)(=O)c1ccc(Cl)cc1 | u | -0.2% | -5% | -6% | 5%[46.1 µM] | -7% | -3% | -4%
CC1(C)Cc2c(sc3c2c(=N)n(Cc2ccco2)c(=O)n3CC(=O)Nc2ccccc2)CO1 | u | 1.9% | -1% | -4% | 0%[46.1 µM] | -26% | 4% | -16%
CC1=C(C(=O)OCc2ccccc2)C(c2ccco2)C2=C(CC(C)(C)CC2=O)N1 (configuration not stated) | -13% | 0.7% | 4% | u | -25%[46.1 µM] | -17% | u | -13%
Cc1cccc(C)c1OCC(=O)NC(Cc1c[nH]c2ccccc12)C(=O)O (configuration not stated) | 6% | -4.6%&-4.5% | 5% | 3% | 3% | -4%&3% | -2% | 1%
COCCCNC(=O)CN(c1cc([N+](=O)[O-])ccc1OC)S(C)(=O)=O | 4% | -0.7% | -25% | -3% | -18% | 1% | -6% | 3%
O=C(c1ccc(CN2CCOCC2)cc1)N1CCN(c2ccccc2)CC1 | 3% | -7.8% | -8% | -4% | -1%[46.1 µM] | 1% | 0% | -2%
CCOc1cc(C(=O)Nn2cnnc2)cc(OCC)c1OCC | 7% | -1.7% | 8% | 2% | 6% | 6% | -1% | 1%
COc1ccc(C(=O)NNC2=Nc3cccc4cccc2c34)cc1 | 6% | u | 1% | -26% | -21% | u | -5% | 10%
Cc1cc(N)ccc1N=Nc1c(C)n(C)n(-c2ccccc2)c1=O | -2% | 0.0% | -5% | -6% | -13% | -15% | -3% | 5%
CCOP(=O)(OCC)C(Nc1cccc([N+](=O)[O-])c1)c1ccc(OC)cc1 (configuration not stated) | x | -1.6% | 0% | x | -27% | -7% | 3% | 1%
O=C(Cc1cc(C(=O)O)c2ccccc2n1)Nc1ccccc1 | -9% | -1.3% | 4% | 2% | -15% | -8% | 2% | 5%
CCC(Sc1nnc2c3ccccc3n(CC)c2n1)C(=O)Nc1sc2c(c1C#N)CCCC2 (configuration not stated) | 18µM* | 1.0% | -6% | -5% | -19%[46.1 µM] | -24% | 1% | -4%
O=C(NCC(c1ccc(F)cc1)N1CCOCC1)c1ccc(C(=O)c2ccccc2)cc1 (configuration not stated) | x | 1.6% | -2% | x | -5% | -8% | 2% | -5%
COc1cc(/C=N/N2CCN(C3c4ccccc4-c4ccccc43)CC2)ccc1O | -1% | 1.8% | 0% | -4% | -15%[46.1 µM] | u | -3% | u
CCOC(=O)c1c(-c2ccc(C)cc2)csc1NC(=O)c1cccc(N2C(=O)CCC2=O)c1 | 2% | 0.0% | -7% | 0% | -7% | -8% | -2% | 6%
COC(=O)c1nnn(-c2nc(N3CCOCC3)nc(N3CCOCC3)n2)c1C | u | 0.0% | -9% | 3% | 23% | 5% | 7% | -25%
Cn1c(=O)cc2c3c(c(N4CCCCC4)ccc31)C(=O)c1ccccc1-2 | x | -1.9% | 1% | x | -12% | 13µM*[quencher] | 4% | -1%
COc1ccc(-n2nc3c(c2NC(=O)c2ccc(S(=O)(=O)N4CCOCC4)cc2)CS(=O)C3)cc1 (configuration not stated) | 2.5µM* | -0.6% | -9% | -3% | 5% | -2% | -4% | 6%
Cc1cccc(C)c1NC(=S)NC(=O)CCc1ccccc1 | u | -0.1% | -15% | -7% | -22%[46.1 µM] | -19% | -4% | -7%
Nc1nc(Cl)c(C=O)c(N2CCCCC2)n1 | -13% | -0.3% | -1% | 10% | 6% | 3% | -2% | 5%
CCCn1c(C)cc(C(=O)CN2C(=O)c3cccc(N)c3C2=O)c1C | u | -0.6% | -5% | 2% | -19%[46.1 µM] | -16% | 3% | 9%
O=C(O)/C=C\C(=O)N1CCc2ccccc21 | -3% | 0.0% | 3% | 0% | -5%[46.1 µM] | -9% | 3% | -19%
CCCC(NC(=O)c1ccco1)c1nc2ccccc2[nH]1 (configuration not stated) | 1% | -6.2% | -5% | -15% | 4% | 11% | -7% | 11%
CCc1cc[n+](C2=C([O-])c3ccccc3C(=O)/C2=N\S(=O)(=O)c2cccs2)cc1 | u | 1.9% | 4% | -9% | -16% | u | 2% | 10%
COc1ccc(C2/C=C\CN(C(=O)CC(C)(C)C)CC(=O)N2Cc2ccc(F)cc2)cc1 (configuration not stated) | x | 3.1% | -2%&0% | x | -29% | 10% | 2%&-7% | 0%

Only GAA spleen mod, Tau fluor counter and ALDH1A1 inh, for some of the entries so far:
| Compound | GAA spleen mod | Tau fluor counter | ALDH1A1 inh |
| --- | --- | --- | --- |
| COC(=O)c1nnn(-c2nc(N3CCOCC3)nc(N3CCOCC3)n2)c1C | -9% | 5% | u |
| Cn1c(=O)cc2c3c(c(N4CCCCC4)ccc31)C(=O)c1ccccc1-2 | 1% | 13µM*[quencher] | x |
| COc1ccc(-n2nc3c(c2NC(=O)c2ccc(S(=O)(=O)N4CCOCC4)cc2)CS(=O)C3)cc1 (configuration not stated) | -9% | -2% | 2.5µM* |

The main list resumes; the 4 compounds before the break are reprinted first.
SMILES | ALDH1A1 inh | Epigenetic derep | GAA spleen mod | GAA inhib | NPSR antag | Tau fluor counter | GLA spleen mod | GAA glycogen
O=C(O)/C=C\C(=O)N1CCc2ccccc21 | -3% | 0.0% | 3% | 0% | -5%[46.1 µM] | -9% | 3% | -19%
CCCC(NC(=O)c1ccco1)c1nc2ccccc2[nH]1 (configuration not stated) | 1% | -6.2% | -5% | -15% | 4% | 11% | -7% | 11%
CCc1cc[n+](C2=C([O-])c3ccccc3C(=O)/C2=N\S(=O)(=O)c2cccs2)cc1 | u | 1.9% | 4% | -9% | -16% | u | 2% | 10%
COc1ccc(C2/C=C\CN(C(=O)CC(C)(C)C)CC(=O)N2Cc2ccc(F)cc2)cc1 (configuration not stated) | x | 3.1% | -2%&0% | x | -29% | 10% | 2%&-7% | 0%
CSCCC(N)C(=O)O (configuration not stated) | 7% | 1.5% | -3% | x | x | -3% | -4% | x
CCCCCCCC(=O)OC(CN1CCCCCC1)CN1CCCC1=O (configuration not stated) | x | -2.3% | -3% | x | 12% | -1% | 5% | 3%
Cc1ccc(Cl)c2c1NC(=O)C2(O)CC(=O)c1ccc(Br)cc1 (configuration not stated) | u | 0.0% | -5% | -14% | u | -7% | -13% | 5%
Cc1cc(C)c2nc(-n3nc(C)cc3N)cc(C)c2c1 | 9% | -1.3% | 3% | 6% | -4% | -9% | 6% | -8%
Cc1[nH]c2ccccc2c1-c1csc(NC(=O)CSCCO)n1 | 8% | -7.0% | -1% | -2% | 9% | u | 4% | -10%
CCOc1cc(/C=N/NC(=O)c2ccc(CN3CCOCC3)cc2)ccc1OC | -9% | -1.1% | 2% | 5% | 2% | 3% | 1% | -16%
O=c1[nH]c(N/N=C\c2ccc(F)cc2)nc2ccccc12 | -9% | 0.6% | 17% | u | -22% | -14% | u | 18%
CC(=NCC1CCCO1)c1c(O)[nH]c(=O)[nH]c1=O (configuration not stated) | -1% | -1.8% | -2% | 0% | 6%[46.1 µM] | 2% | 6% | 0%
O=C1C(NS(=O)(=O)c2cccs2)=C(N2CCN(Cc3ccccc3)CC2)C(=O)c2ccccc21 | x | 0.0% | 12% | x | -35% | u | 2% | -15%
CC1=C(C(=O)OC(C)C)C(c2cncc(-c3ccc(F)cc3)c2)C(C#N)=C(N)O1 (configuration not stated) | u | 1.1% | 7% | -12% | -10% | -1% | 5% | 2%
C/C(=C\c1ccccc1)CN1CCC(C(=O)N2CCC(C)CC2)CC1 | 35µM* | 3.2% | -6% | -5% | -8%[46.1 µM] | -7% | -6% | 1%
CCn1c(-c2nn(-c3ccc(C)cc3)ccc2=O)n[nH]c1=S | 9% | 0.9% | -6% | 1% | -4% | -3% | -1% | -29%
CC(=O)N1CCN(Cc2nc3cc(NC(=O)C4CCCCC4)ccc3n2C)CC1 | u | -0.7% | -3% | -1% | -8%[46.1 µM] | -10% | 0% | 3%
COc1ccc(/C=N/n2cnnc2SCCO)cc1OC | u | -1.9% | -3% | 6% | -5%[46.1 µM] | -3% | -7% | -5%
COc1ccc(Br)cc1C(=O)Nc1cccc(C)c1 | 11% | 1.8% | 3% | 5% | -6%[46.1 µM] | -9% | 5% | 2%
C=CCC(c1ccccc1)N(C(C)=O)c1ccco1 (configuration not stated) | -9% | 1.1% | 7% | 2% | 10% | 3% | 9% | -4%
Cc1cc2cc(C)c(SCC(=O)NCc3ccco3)nc2cc1C | -11% | -2.6% | 6% | u | -34% | -13% | 6% | -10%
O=c1c2ccccc2ncn1CCOc1ccccc1[N+](=O)[O-] | -3% | -0.9% | -1% | -5% | 11% | 6% | 1% | 12%
Cc1ccc(-c2nnn(CC(=O)N(c3cnc4ccccc4c3)C(C(=O)NC3CCCC3)c3ccncc3)n2)o1 (configuration not stated) | 0% | u | -1% | 6% | 2% | -2% | -5% | -4%
CCOc1ccc(-n2c(SCC)nc3c(c2=O)SCC3)cc1 | 5% | 0.0% | -6% | u | -13%[46.1 µM] | 3% | 3% | 8%
CCOC(=O)c1ccc(CNC(=O)Cn2nnc(-c3ccc(C)cc3)n2)o1 | 6% | -0.9% | -3% | -10% | -17%[46.1 µM] | -5% | -8% | 6%
N/C(=C/C(=O)c1ccccc1O)C(F)(F)F | 5% | -3.2% | 4% | 4% | 2% | -2% | 8% | -8%
O=c1cnnc(N/N=C/c2ccccn2)[nH]1 | x | 1.1% | 1% | x | 17% | -1% | 4% | 9%
CCOc1ccc(CN(C(=O)c2oc3ccccc3c2C)C2CCS(=O)(=O)C2)cc1 (configuration not stated) | -12% | -0.9% | -1% | -8% | -18%[46.1 µM] | -13% | -2% | -21%
O=C(c1cn(-c2ccccc2)nc1-c1ccc(F)cc1)N1CCCCC1 | -7% | 0.0% | -5% | 3% | -16% | -9% | -7% | -2%
Cc1cccc2c(C(=O)N3CCN(C(=O)c4ccco4)CC3)cc(-c3cccc(Br)c3)nc12 | u | 1.3% | 7% | -4% | -36% | -10% | 6% | 19%
O=C(Cn1cc2c(n1)CCCC2)NCCCN1CCN(c2ccccc2F)CC1 | 4% | 0.7% | -2% | -7%[15.4 µM] | 9%[46.1 µM] | -2% | -4% | 4%
CCCSc1cc(Cl)nc(N)n1 | x | 1.0% | 1% | x | -15% | -1% | 3% | 2%
